UPR XBP1 act: activators of adaptive XBP1 UPR arm, primary screen, cell-based, CHO-XBP1 luciferase reporter, luminescence, uHTS | IRE1-XBP1 UPR activation; percent of tunicamycin response, DMSO as zero | activation, % at 20 µM | 0.33% of 330,000 active | AID 463104, 2010;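 active = versus positive control, 20 µM dose yields 30% or more activation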;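 also: 100% = tunicamycin at 10 µg/mL and 0% = DMSO only wells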
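Material: CHO-XBP1 cells stably carrying IRE1-XBP1-driven luciferase reporter / Amount: 1000 cells per well / Compound: 20 µM, 1% DMSO / Times: 6 h treatment, 37 °C / Detection: luciferase luminescence / Measure: % activation of reporter signal versus tunicamycin and DMSO controls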
TIM10 inh: growth inhibitors of isogenic TIM10 control yeast, primary screen, counter-screen for tim10-1 yeast inhibitor project, luminescence, uHTS. S. cerevisiae TIM10 strain growth, BacTiter-Glo luminescence, 24 h. inhibition, % at 10 µM. 1.4% of 330,000 active;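 active = inhibition of 40% or more at the single tested concentration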;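 also: wild-type TIM10 isogenic control strain grown at permissive 25 °C; 0% = DMSO yeast wells and 100% = minimal medium wells without yeast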
Jurkat NFkB inh: inhibitors of induced NF-kB luciferase reporter, primary screen, TCR NF-kB activation inhibitor project, cell-based, luminescence, uHTS; Jurkat, PMA/ionomycin-induced NF-kB luciferase reporter; inhibition, % at 4 µM; 0.53% of 330,000 active; in the data active = inhibition above about 50%
Mdm2 MdmX PPI: inhibitors of human Mdm2-MdmX association, primary screen, cell-based, luminescence, split luciferase, SaOS-2, uHTS | SaOS-2 split-luciferase Mdm2/MdmX complementation | 3% of 330,000 active | inhibition, % at 8 µM;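 active = inhibition of at least 50% at 8 µM in the primary screen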
Target sequence (O15151 whole entry, looked up): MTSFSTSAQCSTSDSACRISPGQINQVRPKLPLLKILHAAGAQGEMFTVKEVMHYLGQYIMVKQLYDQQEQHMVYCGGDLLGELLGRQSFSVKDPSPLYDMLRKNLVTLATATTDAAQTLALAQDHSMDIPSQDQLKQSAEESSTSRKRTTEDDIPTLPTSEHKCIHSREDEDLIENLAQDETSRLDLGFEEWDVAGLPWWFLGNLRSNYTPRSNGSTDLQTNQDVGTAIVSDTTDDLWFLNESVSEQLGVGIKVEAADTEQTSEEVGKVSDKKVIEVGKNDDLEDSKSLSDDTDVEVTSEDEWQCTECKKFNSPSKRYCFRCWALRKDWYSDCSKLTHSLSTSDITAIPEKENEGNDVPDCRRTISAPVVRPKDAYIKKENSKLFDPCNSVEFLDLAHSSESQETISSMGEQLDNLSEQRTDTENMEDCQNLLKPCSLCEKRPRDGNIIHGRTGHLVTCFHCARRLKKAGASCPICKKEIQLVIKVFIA
Target sequence (Q00987 whole entry, looked up): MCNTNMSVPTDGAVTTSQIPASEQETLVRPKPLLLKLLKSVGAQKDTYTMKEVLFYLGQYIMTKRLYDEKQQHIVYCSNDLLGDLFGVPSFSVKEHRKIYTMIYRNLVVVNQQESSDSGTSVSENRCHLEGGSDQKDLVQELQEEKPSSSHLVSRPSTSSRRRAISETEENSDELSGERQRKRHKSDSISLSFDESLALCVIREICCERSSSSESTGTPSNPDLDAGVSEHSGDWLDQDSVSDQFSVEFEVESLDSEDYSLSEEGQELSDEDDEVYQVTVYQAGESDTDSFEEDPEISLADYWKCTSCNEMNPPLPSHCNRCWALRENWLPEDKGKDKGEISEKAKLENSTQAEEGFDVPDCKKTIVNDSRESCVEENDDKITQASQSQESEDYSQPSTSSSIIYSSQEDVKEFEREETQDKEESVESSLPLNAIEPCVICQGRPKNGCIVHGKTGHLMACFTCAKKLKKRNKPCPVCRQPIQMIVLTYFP
tim23-1 inh: growth inhibitors of tim23-1 mutant yeast, primary screen, luminescence, uHTS; S. cerevisiae tim23-1 growth, BacTiter-Glo luminescence, 24 h; inhibition, % at 20 µM; 1.3% of 330,000 active; AID 463212, 2010;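 active = growth inhibition of the mutant yeast at or above 50%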;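 also: temperature-sensitive mutant grown at 25 °C; plate controls were DMSO-treated mutant yeast for no effect and medium wells lacking yeast for full effect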
UPR CHOP act: activators of apoptotic CHOP UPR arm, primary screen, cell-based, CHO-CHOP luciferase reporter, luminescence, uHTS; 0.34% of 330,000 active; AID 449763, 2010; UPR activation; percent of tunicamycin response over DMSO baseline; activation, % at 10 µM;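 active = at 10 µM dose, activation of 40% or more, normalized to positive control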;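 also: 100% = tunicamycin at 10 µg/mL and 0% = DMSO alone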
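Material: CHO-CHOP cells, stable luciferase reporter of PERK-eIF2a-CHOP signalling; quantity: 500 reporter cells seeded per well; buffer or medium: F12 medium containing 10% fetal bovine serum; compound: one dose, 10 µM in 0.5% DMSO; incubation: 6 h compound treatment, 37 °C; measured by: Steady-Glo luciferase luminescence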
697 NFkB inh: inhibitors of PMA/ionomycin-induced NF-kB reporter, 697 cells, primary screen, B-cell NF-kB inhibitor project, cell-based, luminescence, uHTS; 697 B-cell NF-kB luciferase reporter, 16 h; inhibition, % at 4 µM; 0.33% of 330,000 active; AID 435022, 2010; in the data active = inhibition above about 35%
tim10-1 inh: growth inhibitors of tim10-1 mutant yeast, primary screen, luminescence, uHTS. S. cerevisiae tim10-1 ts strain growth, BacTiter-Glo, 24 h. inhibition, % at 20 µM. 2.2% of 330,000 active. AID 463190, 2010;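 active = inhibition of at least 40%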;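 also: mutant grown at 25 °C; 0% = DMSO wells with yeast and 100% = wells holding no yeast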
Active calls of the source: *.

nr	mol	UPR XBP1 act	TIM10 inh	Jurkat NFkB inh	Mdm2 MdmX PPI
1	O=C1NC(c2ccco2)Nc2ccccc21 (stereo unspecified)	3	-9	-15	-2
2	Cc1nnc(NC(=O)CSc2nnc(-c3ccc(S(=O)(=O)N4CCCC4)cc3)n2C)s1	3	0	2	-33
3	CCCCOc1ccc(C(=O)N2CCN(CC(=O)Nc3ccc(C)cc3)CC2)cc1OC	0	25	0	22
4	O=C(COc1ccc(F)cc1Cl)Nc1nc(-c2ccccn2)cs1	-2	0	-2	74*
5	Cc1ccccc1CSc1nnc(NC(=O)Cc2cccs2)s1	0	11	4	6
6	COc1ccc(CN(C(=O)CSc2nnc(-c3ccccc3F)o2)c2ccc(F)cc2)cc1	0	22	3	13
7	O=C(O)c1cc(-c2ccc(Br)s2)nc2ccccc12	2	-15	-19	-17
8	COC(=O)c1c(C(=O)OC)c(-c2cccc(F)c2)n2c1CS(=O)(=O)C2	1	-6	12	33
9	CCCn1c(SCC(=O)NCCc2ccc(OC)c(OC)c2)nc2c1c(=O)n(C)c(=O)n2C	0	2	0	1
10	O=C(Nc1cccc(CCc2ccccn2)c1)c1cc(F)c(F)cc1Cl	1	17	1	-39

nr	tim23-1 inh	UPR CHOP act	697 NFkB inh	tim10-1 inh
1	7	-5.6	-28	6
2	5	-0.9	13	1
3	15	14	2	6
4	33	-1.1	-5	28
5	11	1.2	-15	4
6	25	0.0	7	-7
7	27	0.8	-44	18
8	-3	-1.7	-1	-4
9	7	3.2	10	8
10	31	1.3	-27	14

The list goes on; the last two above are carried over.
nr	mol	UPR XBP1 act	TIM10 inh	Jurkat NFkB inh	Mdm2 MdmX PPI
9	CCCn1c(SCC(=O)NCCc2ccc(OC)c(OC)c2)nc2c1c(=O)n(C)c(=O)n2C	0	2	0	1
10	O=C(Nc1cccc(CCc2ccccn2)c1)c1cc(F)c(F)cc1Cl	1	17	1	-39
11	COc1ccccc1N(C)S(=O)(=O)c1ccc(Cl)c(C(=O)NC2=NCCS2)c1	-1	21	-1	9
12	CCC(C)(C)n1nnnc1C(c1cc2cc3c(cc2[nH]c1=O)OCO3)N1CCN(C)CC1 (stereo unspecified)	-1	-12	-2	3
13	COc1ccc(S(=O)(=O)N(CC(=O)NCC2CCCO2)Cc2ccccc2)cc1 (stereo unspecified)	0	13	8	29
14	O=C(Nc1ccc(N2CCN(C(=O)c3cccs3)CC2)cc1)c1ccccc1Cl	6	15	45	27
15	O=C(CN1C(=O)c2ccc([N+](=O)[O-])cc2C1=O)Nc1ccccc1N1CCCC1	-1	10	0	-1
16	CCc1noc(C)c1C(=O)N1CCCC(N2CCN(c3ccccc3F)CC2)C1 (stereo unspecified)	0	0	-1	3
17	CSc1nc2c(c(-c3ccccc3)c1C#N)CCC2	-2	4	6	22
18	CCOC(=O)N1CCC(Nc2c(NCCN3CCN(c4cccc(Cl)c4)CC3)c(=O)c2=O)CC1	-3	-7	0	21
19	S=C(NCCC1=CCCCC1)NCc1ccco1	0	1	14	7
20	CC(=O)c1cccc(NC(=O)c2cc(-c3ccc(F)cc3)on2)c1	2	5	8	-12

nr	tim23-1 inh	UPR CHOP act	697 NFkB inh	tim10-1 inh
9	7	3.2	10	8
10	31	1.3	-27	14
11	5	-2.0	7	21
12	0	0.2	13	-1
13	14	2.2	11	3
14	6	-1.5	-22	19
15	11	2.0	13	2
16	-5	2.2	26	-2
17	31	-2.3	-2	48*
18	8	0.1	3	16
19	28	2.9	-24	-1
20	5	5.5	21	18

(next part)
nr	mol	UPR XBP1 act	TIM10 inh	Jurkat NFkB inh	Mdm2 MdmX PPI
21	C[C@H]1COC(=O)[C@@H](Cc2ccc(F)cc2)CC/C=C\C[C@H](CC(=O)NCCO)C(=O)N1	1	1	5	-20
22	CC(C)(C)c1ccc(C(=O)Nc2ccccc2Cl)cc1	-3	1	-249	-177
23	COC(=O)C1=C(C(=O)OC)[C@@H]2N(C)c3ccccc3[C@@]23C[C@@H](C(=O)OC)N(C(=O)c2ccco2)C3=N1	0	23	18	30
24	COC(=O)CNC(=O)c1ccc(OC2CCN(C(=O)C3CC3)CC2)cc1	-1	2	0	2
25	CCOC(=O)c1cc(C(=O)NN)c(=O)[nH]c1C	-2	12	8	-12
26	C=COCCNC(=O)C1CC(=O)N(c2ccc(C)cc2)C1 (stereo unspecified)	5	6	8	9
27	CCCc1nnc(NC(=O)Cn2cnc3ccccc3c2=O)s1	4	10	4	23
28	O=C(CCc1nnc2ccc(N3CCC4(CC3)OCCO4)nn12)N1CCCCC1	0	10	0	11
29	CCc1nc(C)cc(N)c1OCc1ccccc1	-1	-6	-3	-14
30	O=S(=O)(Nc1ccc(Cc2ccncc2)cc1)c1ccc(Cl)c(Cl)c1	0	-50	16	10

nr	tim23-1 inh	UPR CHOP act	697 NFkB inh	tim10-1 inh
21	20	-0.4	-10	9
22	28	1.3	-106	8
23	15	-0.6	17	15
24	12	3.1	12	3
25	-4	0.6	13	0
26	-16	-0.3	6	5
27	1	1.0	7	7
28	-5	0.0	-6	2
29	-3	-0.7	-1	-1
30	-37	-1.7	-10	-11

Next part:
nr	mol	UPR XBP1 act	TIM10 inh	Jurkat NFkB inh	Mdm2 MdmX PPI
31	Cc1cc(S(=O)(=O)NCC2CCCO2)c(C)cc1Br (stereo unspecified)	-5	-1	2	23
32	Cc1cc(Cl)nc(Cl)c1C(=O)NCCc1ccccc1	-2	-1	-8	6
33	O=C(Oc1ccc(C(=S)N2CCOCC2)cc1)c1cccc([N+](=O)[O-])c1	-2	-5	1	12
34	OCCN(Cc1ccccc1)CC(O)COc1ccc(-c2ccccc2)cc1 (stereo unspecified)	2	29	-1	22
35	COc1ccc(NC(=O)c2cc(S(=O)(=O)N3CCS(=O)(=O)CC3)ccc2Cl)cc1	-4	-5	-28	-2
36	Cc1ccc(Cc2c(C)nc3nc(SCC(=O)NCCN4CCOCC4)nn3c2C)cc1	-1	1	10	-15
37	COc1cccc(C(=O)NCC(=O)N/N=C/c2cn[nH]c2-c2ccccc2)c1	1	4	6	20
38	CC(C)[C@H](NC(=O)c1ccccc1)C(=O)OCC(=O)Nc1ncc(Cl)cc1Cl	-3	-8	-1	6
39	Cc1ccc(S(=O)(=O)Cn2nnnc2CN2CCN(C(=O)c3ccco3)CC2)cc1	-2	-10	8	22
40	CC(C)(C)NC(=O)c1nn2c(C(F)(F)F)cc(-c3ccccc3)nc2c1Br	0	-1	-6	18

nr	tim23-1 inh	UPR CHOP act	697 NFkB inh	tim10-1 inh
31	21	1.4	21	16
32	14	0.6	15	6
33	2	-2.0	1	-3
34	-30	8.8	-1	4
35	-12	1.7	-9	-6
36	18	1.3	12	13
37	6	-0.1	23	11
38	16	-1.0	-7	2
39	13	-1.0	10	10
40	7	-0.7	8	23

Additional compounds follow.
nr	mol	UPR XBP1 act	TIM10 inh	Jurkat NFkB inh	Mdm2 MdmX PPI
41	Oc1ccc(Br)cc1CN1CCCCCCC1	2	-4	-1	-18
42	O=c1ccc2ccc(OCCOc3cccc(Cl)c3)cc2o1	-3	20	22	-4
43	CCOc1ccc(-c2nc3scc(-c4cccs4)c3c(=O)[nH]2)cc1	8	-5	-34	31
44	O=C(O)c1ccc2c(c1)[C@@H]1C=CC[C@@H]1[C@H](c1ccccn1)N2	2	-4	0	5
45	Cc1cc(S(=O)(=O)N2CCN(c3ccccn3)CC2)c(C)cc1Cl	-4	-5	14	-2
46	Cc1ccc2sc(N(CCCN(C)C)C(=O)CCS(=O)(=O)c3ccccc3)nc2c1C	-9	19	12	60*
47	O=C(CCN=C1NS(=O)(=O)c2ccccc21)OCc1ccccc1	0	8	-8	-26
48	Cc1csc(SCC(=O)Nc2nnc(C)s2)n1	-7	-12	7	27
49	O=C(c1cc2ccccc2o1)N1CCN(c2ncccn2)CC1	2	-10	-13	9
50	CCC(CC)C(=O)Nc1ccc(-c2cn3cccnc3n2)cc1	-3	5	-12	-2

nr	tim23-1 inh	UPR CHOP act	697 NFkB inh	tim10-1 inh
41	6	0.6	0	10
42	41	5.9	-24	28
43	-23	-0.7	-15	8
44	11	4.3	17	6
45	40	-0.4	10	-1
46	24	-10	20	31
47	1	-1.6	-40	4
48	12	1.4	1	2
49	1	-0.4	8	11
50	15	2.7	-6	20

8 compounds already listed, ordered by number of heavy atoms, high to low:
nr	mol	UPR XBP1 act	TIM10 inh	Jurkat NFkB inh	Mdm2 MdmX PPI
46	Cc1ccc2sc(N(CCCN(C)C)C(=O)CCS(=O)(=O)c3ccccc3)nc2c1C	-9	19	12	60*
39	Cc1ccc(S(=O)(=O)Cn2nnnc2CN2CCN(C(=O)c3ccco3)CC2)cc1	-2	-10	8	22
38	CC(C)[C@H](NC(=O)c1ccccc1)C(=O)OCC(=O)Nc1ncc(Cl)cc1Cl	-3	-8	-1	6
40	CC(C)(C)NC(=O)c1nn2c(C(F)(F)F)cc(-c3ccccc3)nc2c1Br	0	-1	-6	18
47	O=C(CCN=C1NS(=O)(=O)c2ccccc21)OCc1ccccc1	0	8	-8	-26
49	O=C(c1cc2ccccc2o1)N1CCN(c2ncccn2)CC1	2	-10	-13	9
42	O=c1ccc2ccc(OCCOc3cccc(Cl)c3)cc2o1	-3	20	22	-4
48	Cc1csc(SCC(=O)Nc2nnc(C)s2)n1	-7	-12	7	27

nr	tim23-1 inh	UPR CHOP act	697 NFkB inh	tim10-1 inh
46	24	-10	20	31
39	13	-1.0	10	10
38	16	-1.0	-7	2
40	7	-0.7	8	23
47	1	-1.6	-40	4
49	1	-0.4	8	11
42	41	5.9	-24	28
48	12	1.4	1	2

Continuation.
nr	mol	UPR XBP1 act	TIM10 inh	Jurkat NFkB inh	Mdm2 MdmX PPI
51	CC(C)C(=O)Nc1ccccc1C(=O)N/N=C/c1ccc([N+](=O)[O-])cc1	-2	-10	-12	0
52	Cc1nnc(SCCC(=O)Nc2nc(-c3ccccc3)ns2)s1	-1	25	-4	-6
53	Cc1cc(NS(=O)(=O)c2ccc(NC(=O)c3ccc(Cl)cc3[N+](=O)[O-])cc2)no1	-1	-2	11	16
54	O=c1c2ccccc2nnn1CSc1nnc(-c2ccco2)o1	-1	2	-4	-34
55	Cc1ccc2cc(C)c(N3CCC(C)CC3)nc2c1	-2	-1	-8	-6
56	O=C(NCN1CCN(c2ccccc2F)CC1)c1ccccc1	-1	-14	13	10
57	CCOC(=O)c1c(NC(=O)CSc2nnc(N)s2)sc(C)c1-c1ccc(C)cc1	0	27	4	27
58	COc1ccc(-c2nnc(SCC(=O)NC3CCCc4ccccc43)n2N)cc1 (stereo unspecified)	0	-5	-4	3
59	CCOc1cc2[nH]c(=O)n(Cc3ccc(C(=O)NCCCN4CCCC4=O)cc3)c(=O)c2cc1OCC	1	12	-6	-11
60	COc1ccc(C2NC(=S)NC(C)=C2C(=O)Nc2ccccn2)cc1 (stereo unspecified)	2	8	-6	-6
61	CCOC(=O)c1ccc(NC(=O)c2cc(S(=O)(=O)N3CCOCC3)cn2C)cc1	2	-3	6	-5

nr	tim23-1 inh	UPR CHOP act	697 NFkB inh	tim10-1 inh
51	-7	-1.4	14	3
52	31	-0.6	-3	24
53	14	5.0	9	2
54	-10	2.3	-25	-1
55	8	3.6	-9	-6
56	5	2.2	11	8
57	-6	0.1	-20	23
58	11	0.0	8	15
59	4	0.2	9	11
60	1	1.3	-15	9
61	4	2.0	10	3
